SW480 rereplic – induces DNA re-replication in SW480 colon adenocarcinoma cells; Potency, µM (top dose mostly 46.1 µM), for the others: top-dose re-replication activation, most hits filed as activators; SW480 DNA re-replication, Hoechst DNA content imaging, 48 h; hit rate 1.8% among 340,000; further: % of control where 0% means no effect; nearly all actives have a fitted effect of over 55% in size
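First, 250 cells per well were seeded. Next, compound or vehicle (23 nL) was pinned in, plates sat 48 hr at 37 C. Finally Hoechst was added for 40 min before fluorescence scanning.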
GLP-1R inv ag – inverse agonists of human GLP-1 receptor; P43220; HEK293 GLP-1R CRE-luciferase, luminescence, 24 h; GLP-1R form is constitutively active; Potency, µM (top dose mostly 38.3 µM), inactives show top-dose activity change, negative = inhibition, actives largely listed as inhibitors; hit rate 1.6% among 410,000; AID 624417; further: on the % scale 0 is the no-effect control and ±100 the full control effect; nearly all actives have a fitted effect of over 55% in size
Target sequence (P43220 whole entry, looked up): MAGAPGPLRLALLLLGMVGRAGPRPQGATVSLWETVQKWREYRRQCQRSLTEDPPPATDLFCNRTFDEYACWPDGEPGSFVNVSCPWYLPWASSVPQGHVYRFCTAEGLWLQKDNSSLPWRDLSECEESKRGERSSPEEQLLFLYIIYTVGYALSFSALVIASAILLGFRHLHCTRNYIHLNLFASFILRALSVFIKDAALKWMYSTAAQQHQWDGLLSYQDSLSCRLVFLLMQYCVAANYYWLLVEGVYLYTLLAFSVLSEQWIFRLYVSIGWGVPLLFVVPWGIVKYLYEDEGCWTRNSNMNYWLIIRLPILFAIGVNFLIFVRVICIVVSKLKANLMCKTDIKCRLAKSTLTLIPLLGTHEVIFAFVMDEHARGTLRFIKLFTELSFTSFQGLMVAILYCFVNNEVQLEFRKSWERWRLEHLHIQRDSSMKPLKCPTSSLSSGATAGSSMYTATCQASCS
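Readout was luciferase luminescence, measured 12 min after detection reagent at room temperature. Beforehand, GLP-1R reporter HEK293 cells had sat 12 h, then received compounds for 24 hr at 37 deg C.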
KB-V1 MDR tox – kills drug-selected multidrug resistant KB-V1 cells; KB-V1 MDR cells viability, CellTiter-Glo, 72 h; hit rate 3.4% among 400,000; Potency, µM (highest dose often 46.1 µM), for the others: at the highest dose activity change, negative = cytotoxicity, actives largely listed as cytotoxic; AID 1347076; further: on the % scale 0 is the no-effect control and ±100 the full control effect; nearly all actives have a fitted effect of over 60% in size
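qHTS viability screen in drug-selected KB-V1 MDR cells: 72 h compound treatment at 37 degrees C, ATP luminescence end point.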
KB-3-1 tox – kills parental KB-3-1 adenocarcinoma cells; KB-3-1 viability, CellTiter-Glo ATP luminescence, 72 h; AID 1347075; Potency, µM (series often up to 46.1 µM), for the others: at the highest dose activity change, negative = cytotoxic, hits mostly cytotoxic; hit rate 1.4% among 400,000; further: on the % scale 0 is the no-effect control and ±100 the full control effect; nearly all actives have a fitted effect of over 60% in size
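Parental KB-3-1 adenocarcinoma cells in phenol-red-free DMEM with 10% FBS were pin-treated with compounds at several concentrations, incubated 72 h at 37 °C, and viability read by CellTiter-Glo luminescence; concentration-effect curves were fitted after normalization.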
HT1080 IDH1KD tx – HT-1080 IDH1 knockdown cell toxicity (counter line); HT-1080 IDH1 knockdown viability, ATP luminescence, 48 h; Potency, µM (titrated, usually from 46.1 µM), for inactives: at the top dose activity, negative = toxicity, most hits filed as cytotoxic; hit rate 2% among 360,000;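 further: 0% = DMSO wells and -100% = cell-free medium wells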
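Viability of IDH1-knockdown HT-1080 fibrosarcoma cells was assessed by CellTiter-Glo after 48 h at 37 °C with titrated compound; concentration-effect curves were classified by fit quality and response size.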
HT1080-NT tox – kills 2HG-producing HT-1080-NT fibrosarcoma cells. HT-1080-NT fibrosarcoma viability, CellTiter-Glo ATP luminescence, 48 h. Potency, µM (doses to about 46.1 µM), inactives show top-dose activity, negative = less viability, hits mostly cytotoxic. hit rate 1.6% among 360,000;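 further: NT is the 2HG producing partner of a matched IDH1 knockdown line; 0% = DMSO-treated cells and -100% = media-only wells without cells; nearly all actives have a fitted effect of over 55% in size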
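Viability by CellTiter-Glo luminescence after 48 h compound exposure at 37C of HT-1080-NT cells (750/well, RPMI, 5% FBS). % activity scaled between DMSO wells and medium-only wells, then curve-fitted and categorized by curve class.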
GLP-1R agonist – GLP-1 receptor (human) agonism. Potency, µM (titrated, usually from 45.6 µM), inactives show top-dose activation, hits mostly activators. hit rate 0.007% among 380,000. P43220. HEK293 GLP-1R CRE-luciferase, luminescence, 4-6 h; cells express a hypersensitive GLP-1R form; further: % of control where 0% means no effect
TDP-43 yeast inh – TDP-43 toxicity inhibition in yeast. TDP-43 expressing yeast growth rescue, BacTiter-Glo, 24 h. Potency, µM (doses to about 46.1 µM), for inactives: at the top dose growth rescue (activation), most hits filed as activators. AID 652104. hit rate 1.8% among 410,000; further: % of control where 0% means no effect; nearly all actives have a fitted effect of over 50% in size
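Yeast cells expressing TDP-43 under galactose induction are exposed to compounds for 24 hr at 30 deg C. BacTiter-Glo luminescence measures growth, so protective compounds score as activators.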
HEK293 tox – cytotoxicity in counter-screen for GLP-1R inverse agonists; HEK293 cAMP-luciferase reporter cells, luminescence, 24 h; hit rate 0.13% among 410,000; Potency, µM (highest dose often 38.3 µM), without a hit: at the top dose activity change, negative = inhibition, actives largely listed as inhibitors; AID 624418;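 further: loss of luciferase light is scored as toxicity; on the % scale 0 is the no-effect control and ±100 the full control effect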
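MLSMR compounds, 24 hr on cells at 37 deg C/5% CO2; luminescence after luciferase reagent (12 min RT). Inhibition counted as the undesired cytotoxic outcome.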
Starred values were filed as active, the others as inactive; [ ] = remark or other dose. The call rests on the fitted dose curve; in most records, active means well fitted curve in the direction sought with a large enough effect; inconclusive means small, poorly fitted or top-dose-only effect, or another doubt; inactive means no such curve, though single readings can be large; an effect the other way counts as inactive or inconclusive. Potency means the concentration at half of the fitted maximal effect.

What do the screens show for `COc1ccc(CCN2C(=O)CS/C2=N/NC(=O)c2ccccc2F)cc1OC`?
SW480 rereplic: -3%; GLP-1R inv ag: 54%[activator]; KB-V1 MDR tox: 0%; KB-3-1 tox: -15%; HT1080 IDH1KD tx: -3%; HT1080-NT tox: -1%; GLP-1R agonist: -8%; TDP-43 yeast inh: -5%; HEK293 tox: 2%

What do the screens show for `CCCCN1C(=O)C(CC(=O)NCc2cccs2)CC(C(=O)N(CC)CC)=C1C` (configuration not stated)?
GLP-1R inv ag: -9%; KB-V1 MDR tox: -28%; KB-3-1 tox: 12%; HT1080 IDH1KD tx: 13%; HT1080-NT tox: 0%; GLP-1R agonist: -1%; TDP-43 yeast inh: 25%; HEK293 tox: 1%

How did CCc1nc(SCc2cccnc2)c(C#N)cc1C do in these assays?
SW480 rereplic: -6%; GLP-1R inv ag: 14%; KB-V1 MDR tox: -12%; KB-3-1 tox: 12%; HT1080 IDH1KD tx: 5%; HT1080-NT tox: 7%; GLP-1R agonist: 4%; TDP-43 yeast inh: -7%; HEK293 tox: 7%

How did O=C(O)CN=C1NC2(CCCCC2)Cc2ccccc21 do in these assays?
SW480 rereplic: -3%; GLP-1R inv ag: -2%; KB-V1 MDR tox: 0%; KB-3-1 tox: -1%; HT1080 IDH1KD tx: -7%; HT1080-NT tox: -6%; GLP-1R agonist: -1%; TDP-43 yeast inh: -24%; HEK293 tox: -7%

How did CCc1nc(SCC(=O)c2c[nH]c3ccccc23)n[nH]1 do in these assays?
SW480 rereplic: -3%; GLP-1R inv ag: 8%; KB-V1 MDR tox: 15%; KB-3-1 tox: 7%; HT1080 IDH1KD tx: 6%; HT1080-NT tox: 17%; GLP-1R agonist: 0%; TDP-43 yeast inh: -11%; HEK293 tox: 4%

Results for CCN1CCN(c2nc(C)nc3c2sc(=S)n3C)CC1 ?
SW480 rereplic: inconclusive; GLP-1R inv ag: -5%; KB-V1 MDR tox: -4%; KB-3-1 tox: inconclusive; HT1080 IDH1KD tx: 10%; HT1080-NT tox: 3%; GLP-1R agonist: 10%; TDP-43 yeast inh: -4%; HEK293 tox: 4%

What do the screens show for `Oc1cccnc1CCc1ccccc1`?
SW480 rereplic: -1%; GLP-1R inv ag: 7%; KB-V1 MDR tox: -3%; KB-3-1 tox: -19%; HT1080 IDH1KD tx: 24%; HT1080-NT tox: inconclusive; GLP-1R agonist: 2%; TDP-43 yeast inh: -6%[9.22 µM]; HEK293 tox: 1%

How did COc1ccc(-c2noc(N3CCCC(C(=O)Nc4ccccc4F)C3)n2)cc1 (configuration not stated) do in these assays?
SW480 rereplic: -8%; GLP-1R inv ag: 0%; KB-V1 MDR tox: -1%; KB-3-1 tox: 0%; HT1080 IDH1KD tx: 8%; HT1080-NT tox: 7%; GLP-1R agonist: -1%; TDP-43 yeast inh: 11%; HEK293 tox: 3%

What do the screens show for `COc1ccccc1OCC(=O)Nc1sc2c(c1C(=O)NCC1CCCO1)CCC2` (configuration not stated)?
SW480 rereplic: 4%; GLP-1R inv ag: -21%; KB-V1 MDR tox: -29%; KB-3-1 tox: -7%; HT1080 IDH1KD tx: -7%; HT1080-NT tox: 3%; GLP-1R agonist: inconclusive; TDP-43 yeast inh: 24%; HEK293 tox: -24%

What do the screens show for `CN1C[C@@H]2C(c3ccccc3)C3(c4ccccc4)CC2(C3)[C@H]1c1ccccc1` (some centres not stated)?
SW480 rereplic: 41%[9.22 µM]; GLP-1R inv ag: inconclusive; KB-V1 MDR tox: 7%; KB-3-1 tox: 10%; HT1080 IDH1KD tx: 3%; HT1080-NT tox: 4%; GLP-1R agonist: 2%; TDP-43 yeast inh: 10%; HEK293 tox: 20%

How did COc1cccc(Cn2cnc3c(N)c(C)c(C)cc32)c1 do in these assays?
SW480 rereplic: 8%; GLP-1R inv ag: -12%; KB-V1 MDR tox: inconclusive; KB-3-1 tox: 1%; HT1080 IDH1KD tx: 4%; HT1080-NT tox: -4%; GLP-1R agonist: 14%; TDP-43 yeast inh: -9%; HEK293 tox: -7%

What do the screens show for `CC(/C=C/c1ccc2c(c1)OCO2)=N/NC(=O)COc1ccc(C)cc1`?
SW480 rereplic: 1%; GLP-1R inv ag: 32%[activator]; KB-V1 MDR tox: -22%; KB-3-1 tox: 10%; HT1080 IDH1KD tx: 7%; HT1080-NT tox: -12%; GLP-1R agonist: 0%; TDP-43 yeast inh: 8%; HEK293 tox: 4%

What do the screens show for `COc1ccc(C2NC(C(=O)O)Cc3c2[nH]c2ccccc32)cc1OC` (configuration not stated)?
SW480 rereplic: -4%; GLP-1R inv ag: -19%; KB-V1 MDR tox: 0%; KB-3-1 tox: 2%; HT1080 IDH1KD tx: -10%; HT1080-NT tox: 0%; GLP-1R agonist: 10%; TDP-43 yeast inh: -9%; HEK293 tox: 2%

How did CCOC(=O)c1sc(NC(=O)c2cccs2)cc1C do in these assays?
SW480 rereplic: 0%; GLP-1R inv ag: 0%; KB-V1 MDR tox: inconclusive; KB-3-1 tox: -13%; HT1080 IDH1KD tx: inconclusive; HT1080-NT tox: -26%; GLP-1R agonist: -3%; TDP-43 yeast inh: -28%; HEK293 tox: 4%

How did COC(=O)c1cnc(N2CCCN(S(=O)(=O)c3ccc(C(F)(F)F)cc3)CC2)nc1C(F)(F)F do in these assays?
SW480 rereplic: 0%; GLP-1R inv ag: 4%; KB-V1 MDR tox: 5%; KB-3-1 tox: 15%; HT1080 IDH1KD tx: -3%; HT1080-NT tox: 3%; GLP-1R agonist: -4%; TDP-43 yeast inh: 0%; HEK293 tox: -8%

What do the screens show for `CCc1cc2c(=O)n(-c3ccc(C)cc3)cnc2s1`?
SW480 rereplic: -4%; GLP-1R inv ag: -23%; KB-V1 MDR tox: -5%; KB-3-1 tox: -13%; HT1080 IDH1KD tx: 7%; HT1080-NT tox: 0%; GLP-1R agonist: 4%; TDP-43 yeast inh: 24%; HEK293 tox: -3%

How did COc1ccccc1CC(=O)Nc1ccccc1C(=O)O do in these assays?
SW480 rereplic: -5%; GLP-1R inv ag: 9%; KB-V1 MDR tox: 0%; KB-3-1 tox: 8%; HT1080 IDH1KD tx: -3%; HT1080-NT tox: -7%; GLP-1R agonist: 0%; TDP-43 yeast inh: -22%; HEK293 tox: 8%

How did CCCN1CCC(=NNc2ccc(C(=O)O)cc2)CC1 do in these assays?
SW480 rereplic: 0%; GLP-1R inv ag: inconclusive; KB-V1 MDR tox: 0%; KB-3-1 tox: 0%; HT1080 IDH1KD tx: -6%; HT1080-NT tox: 0%; GLP-1R agonist: -4%; TDP-43 yeast inh: -11%; HEK293 tox: -9%[7.66 µM]

Results for CCOc1ccc(NC(=O)CN(C)C(=O)c2cc(C)nc3ccccc23)cc1OCC ?
SW480 rereplic: -3%; GLP-1R inv ag: 19%; KB-V1 MDR tox: 5%; KB-3-1 tox: 3%; HT1080 IDH1KD tx: 0%; HT1080-NT tox: -2%; GLP-1R agonist: 15%; TDP-43 yeast inh: 8%; HEK293 tox: 8%

How did CC(C)C[C@H]1CN=C(Nc2ccccc2)N1CC1CCC(C)CC1 (some centres not stated) do in these assays?
SW480 rereplic: -72%[9.22 µM]; GLP-1R inv ag: inconclusive; KB-V1 MDR tox: -14%; KB-3-1 tox: -16%; HT1080 IDH1KD tx: -25%; HT1080-NT tox: -24%; GLP-1R agonist: 8%; TDP-43 yeast inh: 2%; HEK293 tox: -17%

Results for COc1ccc(NC(=O)c2cc(-c3sc(NC(=O)c4ccccc4)nc3C)n(CCO)n2)cc1 ?
GLP-1R inv ag: 1%; KB-V1 MDR tox: -7%; KB-3-1 tox: 23%; HT1080 IDH1KD tx: inconclusive; HT1080-NT tox: inconclusive; TDP-43 yeast inh: 25%; HEK293 tox: -5%

Results for COc1cc2c(cc1NC(=O)CSc1nnc(Cc3cccs3)n1Cc1ccco1)oc1ccccc12 ?
SW480 rereplic: inconclusive; GLP-1R inv ag: 0%; KB-V1 MDR tox: -16%; KB-3-1 tox: 0%; HT1080 IDH1KD tx: inconclusive; HT1080-NT tox: inconclusive; GLP-1R agonist: -2%; TDP-43 yeast inh: -19%; HEK293 tox: -39%

How did COCC(=O)Nc1ccc(S(=O)(=O)NCC2CCCO2)cc1 (configuration not stated) do in these assays?
SW480 rereplic: -2%; GLP-1R inv ag: 7%; KB-V1 MDR tox: 25%; KB-3-1 tox: -4%; HT1080 IDH1KD tx: 4%; HT1080-NT tox: 0%; GLP-1R agonist: 2%; TDP-43 yeast inh: -10%; HEK293 tox: -1%

Of the compounds above, three have a halogen:
What do the screens show for `COc1ccc(CCN2C(=O)CS/C2=N/NC(=O)c2ccccc2F)cc1OC`?
SW480 rereplic: -3%; GLP-1R inv ag: 54%[activator]; KB-V1 MDR tox: 0%; KB-3-1 tox: -15%; HT1080 IDH1KD tx: -3%; HT1080-NT tox: -1%; GLP-1R agonist: -8%; TDP-43 yeast inh: -5%; HEK293 tox: 2%

How did COc1ccc(-c2noc(N3CCCC(C(=O)Nc4ccccc4F)C3)n2)cc1 (configuration not stated) do in these assays?
SW480 rereplic: -8%; GLP-1R inv ag: 0%; KB-V1 MDR tox: -1%; KB-3-1 tox: 0%; HT1080 IDH1KD tx: 8%; HT1080-NT tox: 7%; GLP-1R agonist: -1%; TDP-43 yeast inh: 11%; HEK293 tox: 3%

How did COC(=O)c1cnc(N2CCCN(S(=O)(=O)c3ccc(C(F)(F)F)cc3)CC2)nc1C(F)(F)F do in these assays?
SW480 rereplic: 0%; GLP-1R inv ag: 4%; KB-V1 MDR tox: 5%; KB-3-1 tox: 15%; HT1080 IDH1KD tx: -3%; HT1080-NT tox: 3%; GLP-1R agonist: -4%; TDP-43 yeast inh: 0%; HEK293 tox: -8%
